DT40 TDP1 no CPT – qHTS for Inhibitors of human tyrosyl-DNA phosphodiesterase 1 (TDP1): qHTS in cells in absence of CPT; DT40 Tdp1-/- hTDP1 cells, no CPT, ATP luminescence, 48 h; AID 686978, 2013; Potency, µM (titrated, usually from 46.2 µM), inactives show at the top dose activity change, negative = growth inhibition, most hits filed as inhibitors; 15% of 420,000 active; note: nearly all actives have a fitted effect of over 55% in size
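Cells were dispensed at 400 per well, compounds added by pin tool, plates incubated ≥48 hr at 37 °C, then CellTiter-Glo added for 30 min at room temperature before luminescence reading. Line: DT40 Tdp1-/- complemented with hTDP1; camptothecin omitted.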
GCN5L2 inh – blocks human GCN5L2 histone acetyltransferase; Q92830; GCN5L2 HAT assay, ThioGlo1 CoA-SH fluorescence; Potency, µM (titrated, usually from 58.9 µM), for the others: at the highest dose activity change, negative = inhibition, hits mostly inhibitors; 0.21% of 390,000 active; AID 504327
Target sequence (Q92830 whole entry, looked up): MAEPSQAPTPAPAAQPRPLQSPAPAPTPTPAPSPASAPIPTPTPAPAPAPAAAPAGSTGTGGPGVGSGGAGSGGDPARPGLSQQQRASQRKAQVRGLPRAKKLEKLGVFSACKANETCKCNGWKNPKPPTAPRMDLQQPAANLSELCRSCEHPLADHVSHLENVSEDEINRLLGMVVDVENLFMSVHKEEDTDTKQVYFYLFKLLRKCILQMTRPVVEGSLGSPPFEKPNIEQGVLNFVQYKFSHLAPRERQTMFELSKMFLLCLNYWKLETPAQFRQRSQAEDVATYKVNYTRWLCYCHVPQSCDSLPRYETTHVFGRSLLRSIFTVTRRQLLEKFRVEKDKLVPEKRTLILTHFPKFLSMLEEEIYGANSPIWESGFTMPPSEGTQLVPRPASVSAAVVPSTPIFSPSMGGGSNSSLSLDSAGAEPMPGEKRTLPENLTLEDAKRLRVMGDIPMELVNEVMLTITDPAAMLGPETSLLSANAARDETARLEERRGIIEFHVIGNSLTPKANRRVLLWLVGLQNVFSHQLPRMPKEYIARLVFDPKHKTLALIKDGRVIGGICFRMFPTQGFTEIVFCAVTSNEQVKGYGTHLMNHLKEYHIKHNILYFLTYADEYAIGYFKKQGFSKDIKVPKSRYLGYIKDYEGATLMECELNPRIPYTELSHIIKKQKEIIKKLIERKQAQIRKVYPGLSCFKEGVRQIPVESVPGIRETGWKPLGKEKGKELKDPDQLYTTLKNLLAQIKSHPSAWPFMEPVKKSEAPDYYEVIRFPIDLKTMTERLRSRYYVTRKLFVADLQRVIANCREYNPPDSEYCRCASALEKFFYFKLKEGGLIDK
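GCN5L2 (20 nM) in 50mM HEPES pH 7.5, 0.1mM EDTA, 0.01% Tween-20 preincubated 15 min with compounds at room temperature. Reaction started with H3(1-25) 75uM, acetyl-CoA 70uM, ThioGlo1 50uM; CoA-thiol fluorescence (Ex340/Em540) read at 0 and 20 min.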
DT40 TDP1 CPT – DT40-hTDP1 cell growth loss with CPT; chicken DT40 Tdp1-/-;hTDP1 cells + 20 nM CPT, ATP luminescence, 48 h; Potency, µM (titrated, usually from 46.2 µM), for inactives: top-dose activity change, negative = growth inhibition, usual class: inhibitors; 12% of 420,000 active; note: nearly all actives have a fitted effect of over 55% in size
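Chicken DT40 Tdp1-/- cells complemented with human TDP1, 400 cells/well, exposed to compounds plus 20 nM camptothecin for at least 48 h at 37 C; viability read as ATP content by CellTiter-Glo luminescence.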
* = called active by the depositor; ? = inconclusive; / = not tested or not shown; & = joins results of further samples; [ ] = another dose, or the depositor's remark. Calls come from the whole dose curve; as a rule, active = well fitted curve in the direction sought with a large enough effect; inconclusive = small, poorly fitted or top-dose-only effect, or another doubt; inactive = no such curve, though single readings can be large; an effect the other way counts as inactive or inconclusive. % is set by controls: 0 for no effect and ±100 for the full control effect; potency is the fitted concentration of half-maximal effect. The order is random; overall some 18% were active at least once.

SMILES,DT40 TDP1 no CPT,GCN5L2 inh,DT40 TDP1 CPT
COc1ccccc1/C=C/C(=O)Nc1cccc(S(=O)(=O)NC2=NCCCCC2)c1,?,-7%,?
Cc1cccc(NC(=O)c2cc(=O)n(Cc3ccccc3)c(=O)[nH]2)c1,-7%,-1%,23%
CC(C)(C)c1[nH]c2ccccc2c1/C=N/O,?,-6%[0.501 µM],-21%
c1ccc(CN2CCN(C3CCCSc4ccccc43)CC2)cc1 (stereo not given),23µM*,/,?
Cn1cnc2c1c(=O)n(Cc1ccccc1C#N)c(=O)n2C,15%,-3%,-6%
Cc1ccc(-c2nn(-c3ccccc3)cc2/C=N/NC(=O)c2ccc3c(c2)OCO3)cc1,?,-7%,?
CCc1ccccc1NC(=O)CN(C)C(=O)COC(=O)c1ccco1,25%,0%,-6%
Cc1cc(Br)ccc1NC(=O)c1cnc(N2CCN(c3ccccn3)CC2)c2ccccc12,13µM*,-23%,15µM*
Cc1ccc(C)c(C(C)NC(=O)c2ccc(Br)o2)c1 (stereo not given),?,-5%,?
CCOC1(OCC)N=C(N)C2(C#N)C(c3ccc(NC(C)=O)cc3)C12C#N (stereo not given),0%,-10%,3%
NCCCC[C@H](NC(=O)[C@@H]1CCCN1C(=O)[C@@H]1CSSC[C@H](NC(=O)CNC(=O)CNC(=O)CN)C(=O)N[C@@H](Cc2ccc(O)cc2)C(=O)N[C@@H](Cc2ccccc2)C(=O)N[C@@H](CCC(N)=O)C(=O)N[C@@H](CC(N)=O)C(=O)N1)C(=O)NCC(N)=O,-4%,/,-12%
Nc1nonc1-n1nnc(C(=O)N/N=C/c2c(Cl)cccc2Cl)c1CN1CCOCC1,-7%,-21%,-4%
N#Cc1ccc(-c2ccco2)nc1SCC(=O)c1ccc(Cl)cc1,-29%,-13%,?
COCCNC(=O)C1CCCN(C(=O)COCc2ccccc2)CC1 (stereo not given),2%,/,4%
O=C(CSc1nnc(CNc2ccc(F)cc2)n1CC1CCCO1)Nc1ccccc1 (stereo not given),?,0%,21µM*
CC(C)(C)OC(=O)N(CCc1ccccc1)Cc1ccccc1OCc1ccc(NC(=O)C2CCC2)cc1,?,/,?
COc1ccc(OC)c(CCNC(=O)c2c(C)oc3ncn(C)c(=O)c23)c1,-4%,13%,-22%
COc1cccc(C(=O)NCc2ccc(N3CCN(C(=O)OC(C)(C)C)CC3)cc2)c1,?,3%,?
Cc1ccccc1Nc1cc(C(=O)NCC2CCCO2)c2ccccc2n1 (stereo not given),?,0%,18µM*
CCc1c(N)nc(N)nc1Nc1ccccc1C,16µM*,/,?
COc1ccccc1-c1nc(C#N)c(N2CCN(C(c3ccccc3)c3ccccc3)CC2)o1,23µM*,3%,16µM*
O=C(Nc1ccc(C(=O)N2CCOCC2)cc1)c1ccccc1[N+](=O)[O-],0%,-6%,2%
CN(C)CCN(Cc1ccccc1)c1nccc(N(C)C)c1C#N,-10%,-10%,-15%
CC(=O)N/C(=C/c1ccc(OS(=O)(=O)c2ccc(C)cc2)cc1)C(=O)NCCCO,-7%,-5%,-1%
CCn1nc(NS(=O)(=O)c2ccccc2)c2cc3ccccc3nc21,?,1%,23µM*
O=C(Nc1nnc([C@@H]2C[C@H](O)[C@@H](CO)O2)s1)c1cccc2ccccc12,1%,/,-13%
CCOc1ccc2oc(C(=O)N(CCOC)c3c(N)n(CC(C)C)c(=O)[nH]c3=O)c(C)c2c1,-7%,4%,-5%
CCC(=O)Nc1ccc(N2CCN(C(=O)c3ccco3)CC2)c(Cl)c1,?,-24%,-11%
Cc1cc(N2CCN(C(=O)c3ccco3)CC2)n2ncnc2n1,-7%,-4%,-4%
Cc1ccccc1OCC(=O)Nc1ccc(S(=O)(=O)Nc2ccccn2)cc1,-24%,6%,-26%
COc1ccc(-c2c(N)n[nH]c2C)cc1OC,15%,-20%,8%
CS(=O)(=O)N(CC(=O)N1CCN(Cc2ccc3c(c2)OCO3)CC1)Cc1ccc(Cl)cc1,?,-8%,11µM*
Cc1cc(C)c(NC(=O)c2c(C)oc3c2C2=NCCN2C=N3)c(C)c1,16µM*,4%,16µM*
Cc1cc(C)n2nc(SCc3nnc(SCc4ccccc4Cl)s3)nc2n1,?,0%,?
O=C(/C=C/c1cn(-c2ccccc2)nc1-c1ccc2c(c1)OCCO2)NCCO,-14%,-5%,-3%
Cc1csc(NC(=O)c2cc3c(s2)CCC3)n1,?,-17%,-8%
Cc1cc(C)cc(OCC(=O)Nc2ccc(Cl)c(-c3nc4ncccc4o3)c2)c1,?,-10%,18µM*
CC(=O)Nc1ccc(/C(C)=N/NC(=O)c2ccccc2Cl)cc1,-8%,-3%,-5%
CC1(C(=O)NCc2ccccc2)CCC(=O)N1CCOc1ccccc1 (stereo not given),5%,/,-10%
CC(=O)c1cc2c(cc1NC(=O)CCn1cnnn1)OCO2,-16%,0%,11%
COc1ccc(NC(=O)CNC(=O)Cn2ccc3ccccc3c2=O)c(OC)c1,-3%&-13%,-14%&-2%,20%&9%
O=C1NC(=O)N(c2ccccc2)C1=O,-18%,0%,0%
O=C(CCC1CCCC1)NCc1cccs1,-6%,0%,-9%
COc1ccc(C2CC3(CC(C)(C)NC(=S)N3)Oc3cc(O)cc(C)c32)cc1OC (stereo not given),?,-3%,?
O=C(NCCc1c[nH]c2ccccc12)C(=O)NCC1OCCN1S(=O)(=O)c1ccccc1 (stereo not given),?,-2%,?
O=C(Nc1ccn(Cc2ccccc2)n1)c1n[nH]c([N+](=O)[O-])c1Cl,-23%,0%,2%
CCCCSc1nc2c(cnn2-c2ccc(C)c(C)c2)c(=O)[nH]1,-22%,-7%,-4%
CN(C)C(=O)N1CCC(C(=O)NC2CCCCCCC2)CC1,-11%,-29%,-2%

3 compounds already listed, sorted by formula weight, lowest first.
SMILES,DT40 TDP1 no CPT,GCN5L2 inh,DT40 TDP1 CPT
CC(=O)Nc1ccc(/C(C)=N/NC(=O)c2ccccc2Cl)cc1,-8%,-3%,-5%
COc1ccc(NC(=O)CNC(=O)Cn2ccc3ccccc3c2=O)c(OC)c1,-3%&-13%,-14%&-2%,20%&9%
O=C(NCCc1c[nH]c2ccccc12)C(=O)NCC1OCCN1S(=O)(=O)c1ccccc1 (stereo not given),?,-2%,?

More entries follow.
SMILES,DT40 TDP1 no CPT,GCN5L2 inh,DT40 TDP1 CPT
O=C(CCNC(=O)C1CCN(S(=O)(=O)c2ccc(F)cc2)CC1)NCc1ccccc1,10%,-8%,-2%
O=C(O)CSc1nnc(CNc2ccc(Cl)cc2)n1Cc1ccccc1,-13%,-5%,?
CS(=O)(=O)N1CCC[C@@]2(CCN(C(=O)Nc3cccc(C#N)c3)C2)C1,3%,-4%,2%
O=c1oc2cc(O)ccc2c2c1CCCC2,-9%,?,-13%
CC(C)c1c(C(=O)NCC2(N3CCOCC3)CCCC2)cnn1-c1nccc(-c2cccs2)n1,-18%,/,1%[9.04 µM]
COC(=O)C(C)Oc1cc(C)ccc1COc1ccc(-n2nc(C)n(C(F)F)c2=O)cc1 (stereo not given),-13%,/,-2%
COc1cccc(-c2nc(Cl)nc3cc(Cl)ccc23)c1,?,/,?
COC(=O)c1ccc(NC(=O)C2CCN(C(=O)c3ccc(F)cc3)CC2)cc1,?,0%,?
Fc1ccc(-n2ncc3c(Nc4ccc(Oc5ccccc5)cc4)ncnc32)cc1,?,2%,?
COc1ccc(OC)c(C2=NOC(C(=O)Nc3c(C)n(C)n(-c4ccccc4)c3=O)C2)c1 (stereo not given),-2%,0%,-9%
COc1ccc(-c2coc3cc(O)ccc3c2=O)cc1,5%&-12%&-16%,/,13%&8%&-30%
COc1ccc(-n2c(CNC(=O)c3cc(OC)c(OC)c(OC)c3)n[nH]c2=S)cc1,-13%,1%,-6%
Cc1ccc2cccc(NC(=O)c3ccc(OC(C)C)cc3)c2n1,29µM*,0%,18µM*
Cc1[nH]c(=O)nc(SCc2cccc(Cl)c2)c1C#N,-9%,-9%,16%
COc1ccc(CC(=O)N/N=C\c2cc(Br)c(O)c(Br)c2)cc1,27%,-3%,25%
COc1cc2nc(C3CCC3)n(NC(=O)COc3ccccc3)c(=O)c2cc1OC,-17%,-2%,-12%
O=C(c1ccco1)N1CCN(C(=O)c2ccc(-c3ccc([N+](=O)[O-])cc3)o2)CC1,?,?,23µM*
Cc1ccc(Nc2cc(=O)n(C3CCCCC3)c(=O)[nH]2)cc1C,0%,-9%,-16%
O=C1C2CCCCC2C(=O)N1c1nccs1 (stereo not given),2%,-7%,37%[activator]
CCNC(=S)N/N=C/c1cccs1,?,5%,?
O=c1cnnc(N/N=C/c2c[nH]c3ccccc23)[nH]1,-19%,-14%,3%
CN(CC(=O)Nc1ccc(OC(F)(F)F)cc1)C(=O)/C=C/c1ccco1,23µM*,-4%,?
CCN(CC)CCNC(=O)c1c2c(nc3ccccc13)C(=O)N(C1CCCCC1)C2,7%,-6%,-7%
Cc1nonc1NC(=O)OC1CCCCC1,-12%,?,-7%

Full records from above. Values in the order: DT40 TDP1 no CPT	GCN5L2 inh	DT40 TDP1 CPT
Record of `CCN(CC)CCNC(=O)c1c2c(nc3ccccc13)C(=O)N(C1CCCCC1)C2` : 7%	-6%	-7%
Record of `CCNC(=S)N/N=C/c1cccs1` : ?	5%	?
Record of `COc1cc2nc(C3CCC3)n(NC(=O)COc3ccccc3)c(=O)c2cc1OC` : -17%	-2%	-12%
Record of `COc1ccc(CC(=O)N/N=C\c2cc(Br)c(O)c(Br)c2)cc1` : 27%	-3%	25%

New compounds follow:
SMILES,DT40 TDP1 no CPT,GCN5L2 inh,DT40 TDP1 CPT
O=C(CC1OC(=O)c2ccccc21)c1ccco1 (stereo not given),-2%,-9%,-7%
O=C(Nc1nnc(C2CCCCC2)s1)c1ccco1,?,0%,-12%
OCCNc1cnc2ccccc2n1,?,-1%,?
CCOC(=O)C1CCN(S(=O)(=O)c2ccccc2[N+](=O)[O-])CC1,7%,/,28%
O=S(=O)(c1cccs1)N1CCc2ccccc21,?,-13%,?
CCOC(=O)C1CCN(C(=O)COC(=O)c2oc3ccc(OC)cc3c2C)CC1,?,4%,-8%
O=C(CN1CCC(C(=O)c2ccc(F)cc2)CC1)Nc1ccccc1,-28%,-7%,?
COc1cc2c(cc1NC(=O)c1cccnc1)CCCC2,?,0%,-22%
Cc1ccc(-c2ccc(CN3C(CC(C)C)C(=O)N(Cc4cn(CC5CCCCC5)nn4)CCS3(=O)=O)cc2)cc1 (stereo not given),16µM*,/,21µM*
COc1ccc(OCC(=O)Nc2nnc(S(=O)(=O)N3CCCCCC3)s2)cc1,-18%&-13%,-5%&-5%,-10%&-9%
CC(C)(C)c1nc(SCC(=O)N2CCCC2)c2ccccc2n1,16µM*,-3%,21µM*
CCN(CC(=O)Nc1ccc(Br)cc1)C(=O)c1nc2nc(C)cc(C)n2n1,22%,-2%,-1%
CCOC(=O)C1Sc2[nH]c(=O)sc2C(c2ccc(Cl)cc2)C1C(=O)OCC (stereo not given),?,-18%,?
O=S(=O)(CCN1CCCC1)NCCNS(=O)(=O)c1ccc(F)cc1Br,-15%,/,-11%
Cc1ccc(NC(=O)CSC(C)C(=O)NCCc2ccccn2)cc1 (stereo not given),-9%,-5%,-9%
COc1ccc(S(=O)(=O)NNc2nc(C)cc(C)n2)cc1[N+](=O)[O-],9%,1%,8%
COc1ccc(CNC(=O)C2CCCN(C(=O)Nc3ccccc3OC)C2)cc1 (stereo not given),-4%,-1%,6%
CCOC(=O)C1=C(C)N=c2s/c(=C/c3cccc([N+](=O)[O-])c3O)c(=O)n2C1c1cc(OC)c(OC)c(OC)c1 (stereo not given),7.3µM*,4%,?
COCCNC(=O)/C(C#N)=C/c1c(N2CCN(C)CC2)nc2ccccn2c1=O,-6%,-28%,0%
Cc1ccc(Cl)cc1NC(=O)C(=O)N/N=C/c1ccc2c(c1)OCO2,7%,1%,9%
Cc1ccccc1NC(=O)N1CCc2c(sc3c2CCCC3)C1c1ccccc1 (stereo not given),?,-17%,?
CCN(C[C@H]1N[C@@](CC)(C(=O)OC)[C@H]2C(=O)N(Cc3ccccc3)C(=O)[C@@H]12)C(=O)NC(C)C,-2%,-1%,7%
COc1ccccc1NC(=O)Cc1noc(CSc2nnc(C(F)(F)F)n2C)n1,-9%,-2%,-16%

From PubChem BioAssay
